Screening data from PubChem.
HepG2 tox: HepG2 cytotoxicity, counter-screen for TGF-b inhibitors. HepG2 CAGA-GFP viability, ATP luminescence, 18 h. Potency, µM (top dose mostly 46.1 µM), without a hit: at the highest dose activity change, negative = cytotoxicity, hits mostly cytotoxic. 410,000 tested, 0.76% active; further: potency means the concentration at half of the fitted maximal effect; some results filed as inactive show a strong effect at the top dose
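CellTiter-Glo luminescence gave cytotoxicity after 18 hours at 37 degrees C. The cells were HepG2 CAGA-GFP in 1% FBS DMEM, stimulated with 500 pg/mL TGF-beta after compound addition. %Activity was normalised to no-cell wells (complete cell-killing) and DMSO (no toxicity), and curves were fitted and classified.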
Nrf2 activator: Nrf2 pathway activation; AREc32 ARE-luciferase reporter (MCF7-derived line), luminescence, 24 h; Potency, µM (doses to about 46.1 µM), inactives show top-dose activation, usual class: activators; AID 624171; 410,000 tested, 0.31% active; further: potency means the concentration at half of the fitted maximal effect; % of control where 0% means no effect; nearly all actives have a fitted effect of over 65% in size
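Steps: seed AREc32_Fluc cells (1000/well, 5% FBS OPTI-MEM); incubate overnight at 37 deg C; add 23 nL compound; incubate 24 hr; add Steady-Glo; hold 30 min RT; read luminescence.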
ATXN viability: viability counter-screen for ATXN expression inhibitors; S2 cells (HEK-293 line with an ATXN2-luciferase reporter) viability, CellTiter-Fluor protease fluorescence, 24 h; Potency, µM (highest dose often 56.7 µM), hits mostly cytotoxic; 400,000 tested, 0.49% active; AID 651635; further: potency means the concentration at half of the fitted maximal effect; nearly all actives have a fitted effect of over 40% in size
MCF10A rereplic: DNA re-replication induction in MCF 10a cells | AID 624296 | 350,000 tested, 2.9% active | Potency, µM (series often up to 46.1 µM), inactives show at the highest dose activity, positive = re-replication, hits mostly activators | MCF 10A DNA re-replication, Hoechst nuclear intensity, 48 h; further: potency means the concentration at half of the fitted maximal effect; % of control where 0% means no effect; nearly all actives have a fitted effect of over 50% in size
ATXN2 expr inh: reduces ATXN2 reporter expression in HEK-293 cells | HEK-293 ATXN2-luciferase reporter, luminescence, 24 h | Potency, µM (top dose mostly 57 µM), for inactives: at the highest dose activity change, negative = inhibition, actives largely listed as inhibitors | 360,000 tested, 0.72% active; further: potency means the concentration at half of the fitted maximal effect; on the % scale 0 is the no-effect control and ±100 the full control effect; nearly all actives have a fitted effect of over 55% in size
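qHTS (up to 57 uM final) was run with 24 h compound exposure of reporter cells at 37 °C. Each well was multiplexed: SteadyGlo luminescence measured ATXN2-luciferase expression after a fluorogenic Gly-Phe-AFC viability readout (25 uM final).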
TGFb inhibitor: blocks TGF-b signaling | HepG2 CAGA-GFP TGF-b/SMAD3 reporter, GFP fluorescence, 18 h; TGF-beta stimulated, 500 pg/mL final | Potency, µM (highest dose often 46.1 µM), for the others: at the top dose activity, negative = inhibition, hits mostly inhibitors | 410,000 tested, 1.2% active; further: potency means the concentration at half of the fitted maximal effect; on the % scale 0 is the no-effect control and ±100 the full control effect; nearly all actives have a fitted effect of over 65% in size
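Inhibition was scored as loss of TGF-beta-induced (500 pg/mL final, 18 hours, 37 degrees C) GFP in HEPG2 cells carrying a CAGA-GFP reporter, in DMEM with 1% FBS. Well GFP was summed per cell; Activity was normalised to unstimulated and stimulated DMSO wells, then concentration-response fitting.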
IL1B secr inh: inhibitors of inflammasome signaling (IL-1 beta secretion); activity change, % at 57.5 µM; 360,000 tested, 4.7% active; AID 743279; THP-1 LPS/ATP IL-1B secretion, AlphaLISA, 16 h; hits give low values; in the data active means activity change below about -50%; inconclusive means mostly about -30% to -49%; further: on the % scale 0 is the no-effect control and ±100 the full control effect
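Secreted IL-1B measured by AlphaLISA bead assay after 16 h compound exposure of THP-1 cells; compounds (final up to 57.5 uM) added 1 h before LPS (250 ng/mL) and ATP (1.25 mM) stimulation; lower signal means less secretion.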
A549 viability: A549 cytotoxicity, counter-screen for Nrf2 inhibitors. A549 ARE-Fluc cells, CellTiter-Fluor viability, 18-24 h. Potency, µM (series often up to 46 µM), without a hit: at the highest dose activity change, negative = cytotoxicity, hits mostly inhibitors. 390,000 tested, 0.16% active. AID 504648; further: potency means the concentration at half of the fitted maximal effect; on the % scale 0 is the no-effect control and ±100 the full control effect
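A549 ARE-Fluc cells in 5% FBS OPTI-MEM, 5000 cells/well, rested 2 h then exposed to compounds in concentration-response for 18-24 h at 37 °C. Viability by CellTiter-Fluor fluorescence (Ex 405/Em 525) after 30 min; luciferase luminescence (BugLite, 15 min, RT) read afterwards.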
Nrf2 inh: Nrf2 pathway inhibition | 360,000 tested, 2.1% active | A549 ARE-Fluc reporter, luciferase luminescence, 18-24 h | Potency, µM (top dose mostly 46 µM), for the others: at the highest dose activity change, negative = inhibition, usual class: inhibitors; further: potency means the concentration at half of the fitted maximal effect; on the % scale 0 is the no-effect control and ±100 the full control effect; nearly all actives have a fitted effect of over 60% in size
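Nrf2 function is reported as luminescence of an ARE-controlled luciferase in A549 cells. Compounds were tested at several concentrations, and a CellTiter-Fluor read on the same wells flagged cytotoxicity.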
Starred values were filed as active, the others as inactive; i = inactive; u = inconclusive; x = not tested or not shown; [ ] = another dose, or the depositor's remark. Unless noted, the call rests on the fitted dose curve; in most records, active means well fitted curve in the direction sought with a large enough effect; inconclusive means small, poorly fitted or top-dose-only effect, or another doubt; inactive means no such curve, though single readings can be large; an effect the other way counts as inactive or inconclusive.

SMILES	HepG2 tox	Nrf2 activator	ATXN viability	MCF10A rereplic	ATXN2 expr inh	TGFb inhibitor	IL1B secr inh	A549 viability	Nrf2 inh
Cn1ncc2c1NC(c1ccc(F)cc1)SCC2=O (stereo not given)	2%	-0.9%	i	x	x	1%	6	x	x
O=C(NC1CCN(Cc2cccc([N+](=O)[O-])c2)CC1)c1ccccc1	-13%	2.1%	i	30%	-18%	-3%	15	1%	-27%
O=C(NC(=S)Nc1c(Cl)ccc2nsnc12)c1ccccc1F	-3%	u	i	6%	9%	-1%	-20	0%	-15%
CCCCNC(=O)C(CC)Sc1nnc(-c2ccc(OC)c(OC)c2)c(-c2ccc(OC)c(OC)c2)n1 (stereo not given)	-3%	3.4%	x	x	x	9%	x	-16%	x
CCCc1nc2ccccc2c(C(=O)OCC(=O)N2CCc3ccccc32)c1CC	4%	-0.6%	u	21µM*	-3%	u	13	-5%	u
CC(=O)N1N=C(c2cccc([N+](=O)[O-])c2)OC1c1cccc(Br)c1 (stereo not given)	-3%	-0.1%	i	10%	3%	-11%	40	-17%	u
COc1ccc(NC(=O)COC(=O)CC2CCCC2)cc1Cl	7%	0.1%	i	-12%	-5%	-11%	-2	-3%	1%
Cc1cccc(NC(=O)CSc2nc3[nH]c(=O)cc(O)c3s2)c1	-2%	-0.2%	i	-1%	3%	-16%	0	3%	4%
O=C(COc1ccc(F)cc1)OCc1cc(=O)n2nc(C3CCCCC3)sc2n1	0%	-0.5%	i	x	14%	-7%	x	0%	u
COc1ccc(S(=O)(=O)N(CC(=O)NCc2ccco2)c2ccc(F)cc2)cc1	-10%	0.1%	i	-5%	-17%	9%	-8	1%	-11%
O=C(C1CCN(S(=O)(=O)c2ccccc2F)CC1)N1CCCC1	-4%	-0.3%	i	3%	7%	15%	-8	21%	1%
COc1ccccc1-c1nnc(SCC(N)=O)o1	-4%	19%	i	x	31%	u	x	-8%	u
CCCN(CCC)c1nc(N)nc(C#N)n1	-13%	x	x	x	x	-10%	x	0%	-18%
Cc1ccc(Cc2cnc(N3C(=N)SC(C)C3=O)s2)cc1 (stereo not given)	-12%	3.1%	u	u	u	u	5	-2%	u
COc1ccccc1N1CCN(C(=O)c2cc3c(=O)n(Cc4cccnc4)ccc3nc2C)CC1	1%	0.6%	i	x	7%	u	x	-1%	-17%
COc1cc2c(cc1OC)C(c1ccc3c(c1)OCO3)C1=C(CC(C)(C)CC1=O)N2 (stereo not given)	3%	3.5%	u	u	7%	-1%	-54*	-17%	u
Cc1cc(C)c([N+](=O)[O-])cc1NC(=O)CCSc1ccccc1Cl	-37%	-0.2%	i	4%	x	-25%	8	-5%	u
O=C(COCc1cc(-c2cccs2)on1)Nc1ccc(OC(F)(F)F)cc1	-16%	26%	x	x	x	-12%	x	-1%	u
CC(=O)NCCC(=O)Nc1cccc(S(=O)(=O)N(C)c2ccccc2)c1	-3%	-1.0%	i	-1%	-12%	-5%	24	-2%	-9%
CC1(C)CC(=O)c2c(n(S(=O)(=O)c3ccccc3)c3ccc(NS(=O)(=O)c4ccccc4)cc23)C1	-7%	0.3%	i	24%	4%	-2%	-4	u	u
Cc1ccccc1NC(=S)NCc1ccc2c(c1)OCO2	-7%	4.1%	i	7%	-2%	-14%	-4	15%	u
Cc1nn(-c2ccccc2)c(Cl)c1C(=O)NNC(=O)c1ccncc1	-2%	0.2%	x	-3%	x	1%	13	-3%	2%
Cc1ccc(-c2nnc(SCC(=O)Nc3nc4c(s3)CCCC4)n2C)cc1	-4%	-0.7%	i	2%	-3%	3%	-3	-3%	x
CCc1nc2c(OCc3ccc(F)cc3)cccn2c1N(C)C(=O)c1ccco1	-18%	-0.7%[9.22 µM]	i	x	-16%	-13%	-1	x	x
Cc1cccc(C)c1NC(=O)CNc1ncnc2sc(C)c(C)c12	-23%	0.1%	i	11%	-30%	-7%	36	5%	u
CC1(C)CC(=O)C2=C(C1)OC(N)=C(C#N)C2c1ccccc1[N+](=O)[O-] (stereo not given)	-2%	12%	i	-5%	-5%	-12%	5	-11%	-4%
N#Cc1c2c(nc(N)c1-c1ccccc1)CCCCC2	0%	-0.8%	i	2%	4%	u	-2	2%	2%
O=C(NC1CCCc2c1cnn2-c1ccc(F)cc1F)c1cnccn1 (stereo not given)	15%	2.5%	i	u	-8%	u	14	0%	-20%
C=CCOC(=O)/C(=C/c1cccnc1)NC(=O)c1ccccc1	16%	0.8%	i	-2%	x	10%	3	0%	16%
CC(=O)NC(Cc1c[nH]c2ccccc12)C(=O)OCC(=O)N1CCN(S(=O)(=O)c2ccc(Cl)cc2)CC1 (stereo not given)	-21%	-0.1%	i	18%	-3%	1%	10	3%	3%

One compound at a time, from the list above.
`CCCCNC(=O)C(CC)Sc1nnc(-c2ccc(OC)c(OC)c2)c(-c2ccc(OC)c(OC)c2)n1` (stereo not given) across the screens: HepG2 tox = -3%; Nrf2 activator = 3.4%; ATXN viability = x; MCF10A rereplic = x; ATXN2 expr inh = x; TGFb inhibitor = 9%; IL1B secr inh = x; A549 viability = -16%; Nrf2 inh = x
`O=C(NC1CCN(Cc2cccc([N+](=O)[O-])c2)CC1)c1ccccc1` across the screens: HepG2 tox = -13%; Nrf2 activator = 2.1%; ATXN viability = i; MCF10A rereplic = 30%; ATXN2 expr inh = -18%; TGFb inhibitor = -3%; IL1B secr inh = 15; A549 viability = 1%; Nrf2 inh = -27%

(continued)
SMILES	HepG2 tox	Nrf2 activator	ATXN viability	MCF10A rereplic	ATXN2 expr inh	TGFb inhibitor	IL1B secr inh	A549 viability	Nrf2 inh
O=C(Nc1cccc(Cl)c1)c1ccc2c(c1)CCN2S(=O)(=O)c1ccccc1	-14%	6.7%	u	x	-11%	-9%	x	-10%	u
CN(c1ccc(F)cc1)S(=O)(=O)N1CCCC(C(=O)NCc2ccccc2Cl)C1 (stereo not given)	-25%	-0.3%	x	x	x	11µM*	x	-8%	u
CN(CCC#N)CC(=O)Nc1ccc(NC(=O)CN(C)CCC#N)cc1	0%	-0.4%	i	22%	9%	-9%	-1	14%	2%
COC(=O)C1=CNC=C(C(=O)OC)C1c1ccccc1Cl	-1%	-0.5%	i	u	9%	-16%	37	-1%	-12%
Cc1ccc(C)c(C(=O)CN2Cc3ccccc3C2=O)c1	-2%	0.4%	i	2%	-7%	1%	13	10%	9%
CCCCn1c(N)c(N(CCC(C)C)C(=O)c2ccccc2-n2cnnn2)c(=O)[nH]c1=O	-8%	-0.2%	u	0%	-12%	-8%	2	-10%	1%
CC(=O)Nc1ccc(NC(=O)C2CCN(C(=O)C3CC(=O)N(c4ccc(C)cc4)C3)CC2)cc1 (stereo not given)	-18%	-0.3%	i	-12%	3%	-8%	1	0%	-2%
CCOc1ccc(/C(O)=C2/C(=O)C(=O)N(c3cc(C)on3)C2c2ccc(C(=O)OC)cc2)cc1 (stereo not given)	-1%	-0.3%	i	21%	-18%	-1%	9	-13%	u
CCOC(=O)N1CCC(c2cc(=O)n3[nH]c(C)c(-c4ccc(F)cc4)c3n2)CC1	-38%	-1.9%	i	-4%	32µM*	-25%	-10	3%	u
Cn1c(SCC(=O)NCc2ccco2)nnc1-c1ccc(S(=O)(=O)N2CCOCC2)cc1	-2%	0.2%	u	-3%	-3%	-9%	7	2%	4%
CN(C(=O)CSc1nc2ccccc2o1)C1CCCCC1	3%	-0.5%	i	13%	0%	-8%	u	1%	15%
O=C(CSc1nnc(Cc2ccccc2)c(=O)[nH]1)Nc1ccccc1	10%	-0.7%	i	9%	0%	1%	8	1%	5%
COc1ccccc1CNC(=O)c1cn(C)c2ccc(S(=O)(=O)N(C)C3CCCCC3)cc2c1=O	-24%	0.1%	u	x	-1%	-1%	x	-3%	-2%
O=C(NCCc1csc2nc(-c3ccc(F)cc3)nn12)c1ccco1	-9%	11%	i	x	-12%	2%	x	6%	x
NC(=O)c1cccnc1Oc1ccc(Cl)cc1	-6%	0.2%	i	0%	-6%	23%	-2	3%	u
CCOC(=O)C(=O)Nc1ccc([N+](=O)[O-])cc1OC	-8%	-0.9%	u	1%	-14%	0%	21	-2%	4%
NC(=O)[C@@H]1CCCNc2c(F)cc([N+](=O)[O-])cc2C(=O)N[C@@H](CO)C(=O)NCC(=O)N1	1%	-1.0%	i	-11%	14%	-6%	4	-17%	9%
COc1cc(CCC(=O)Nc2ccc(Br)c(C(F)(F)F)c2)cc(OC)c1OC	-47%	4.0%	i	u	-16%	16µM*	-18	-10%	u
Cc1ccc(CCNC(=O)C2CCC(=O)N2C2CCCC2)cc1 (stereo not given)	-45%	-0.4%	i	1%	-15%	0%	0	0%[1.84 µM]	9%
COc1cc(C2NC(=O)CCC2[N+](=O)[O-])cc(OC)c1OC (stereo not given)	3%	-0.4%	i	u	2%	-7%	5	0%	1%
CC(=O)C1C(c2ccc(Br)cc2)C2C(C)=NN=C2CC1(C)O (stereo not given)	-15%	5.8%	i	-4%	x	0%	28	0%	u
CCn1cc(S(=O)(=O)c2ccccc2)c(=O)c2cc(F)c(F)cc21	0%	-0.3%	i	x	12%	3%	x	0%	-3%
CC(=O)Nc1ccc(S(=O)(=O)N2CCN(C)CC2)cc1	-10%	0.2%	i	0%	5%	22%	0	19%	16%
CC(C)c1ccc(NC(=O)CSc2nc(=O)n(Cc3ccccn3)c3c2CCC3)cc1	-25%	-2.8%	x	x	x	u	x	-2%	x
Cc1cccc(Nc2ncnc3c2cnn3Cc2ccccc2)c1	-23%	3.1%	i	2%	x	1%	-23	-2%	-18%
O=C(c1ccc(OC2CCN(Cc3ccccc3O)CC2)cc1)N1CCCCC1	-3%	0.0%	i	-3%	4%	-19%	3	-6%	16%
O=C(COc1ccccc1)Nc1nc(-c2ccc(S(=O)(=O)N3CCOCC3)cc2)cs1	-26%	0.0%	u	u	-25%	-8%	-1	-10%	u
c1ccc(Oc2ccc(-n3cnnn3)cc2)cc1	-60%	-0.1%	i	-2%	1%	u	-19	1%	-15%
